Screens deposited in PubChem by National Center for Advancing Translational Sciences (NCATS).
Tau fluor cs: Counterscreen qHTS for Inhibitors of Tau Fibril Formation, Fluorescence Polarization | tau K18 P301L Alexa594 fluorescence, heparin fibrillization | Potency, µM (highest dose often 57.7 µM), without a hit: top-dose activity change, negative = decrease | 280,000 tested, 0.93% active | AID 1463, 2008; also: % is scaled to controls: 0 for no effect and ±100 for the full control effect; nearly all actives have a fitted effect of over 55% in size
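Human tau K18 P301L (15 uM unlabeled, 0.24 uM Alexa 594-labeled) in 100 mM sodium acetate pH 7 with 20 uM heparin, 6 hr at 37 C. ThT 30 uM added, 1 hr ambient; Alexa 594 FP and total fluorescence read at 555/632 nm.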
HTT aggregate: qHTS Multiplex Assay to Identify Dual Action Probes in a Cell Model of Huntington: Aggregate Formation (GFP); 220,000 tested, 1.1% active; Potency, µM (doses to about 46.1 µM), for inactives: at the highest dose activity change, negative = inhibition, most hits filed as inhibitors; PC12 HttQ103-GFP aggregates, Acumen cytometry, 40 h; also: % is scaled to controls: 0 for no effect and ±100 for the full control effect; nearly all actives have a fitted effect of over 60% in size
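Read-out: GFP aggregate count by laser scanning cytometer (488 nm excitation, 500-530 nm emission, 1–25 µm objects >6 SD above background). Cells: PC12, inducible HTTex1-Q103-GFP, 100 nM tebufenozide; compounds titrated.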
SMN2 splice enh: qHTS Assay for Enhancers of SMN2 Splice Variant Expression. Potency, µM (top dose mostly 46.1 µM), without a hit: at the highest dose activity change, positive = activation, actives largely listed as activators. AID 1458, 2008. HEK293 SMN2-luciferase splicing reporter, luminescence, 30-36 h. 210,000 tested, 2.8% active; also: % of control where 0% means no effect; nearly all actives have a fitted effect of over 55% in size
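HEK293 cells carry an SMN2 minigene-luciferase reporter in which exon 7 inclusion puts luciferase in frame. Cells were seeded at 2000 cells/well, attached for 10-12 hours, then exposed to compounds for 30-36 hours at 37C before ONE-Glo luminescence.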
KDM4E inh: qHTS Assay for Inhibitors of Human Jumonji Domain Containing 2E (JMJD2E) | JMJD2E catalytic domain, FDH-coupled NADH fluorescence (FDH is formaldehyde dehydrogenase) | Potency, µM (series often up to 57.1 µM), for inactives: at the highest dose activity change, negative = inhibition, most hits filed as inhibitors | 230,000 tested, 1.6% active | AID 2147, 2009; active = well fitted inhibition curve with a large enough effect, not every such curve was filed as active; inconclusive = small, poorly fitted or top-dose-only effect, or another doubt; inactive = no such curve, though single readings can be large or run the other way;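 also: 0% = wells with enzyme and -100% = buffer wells without enzyme; nearly all actives have a fitted effect of over 50% in size; many of its hits are not listed in these tables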
Target sequence (B2RXH2 1-337 limits assumed): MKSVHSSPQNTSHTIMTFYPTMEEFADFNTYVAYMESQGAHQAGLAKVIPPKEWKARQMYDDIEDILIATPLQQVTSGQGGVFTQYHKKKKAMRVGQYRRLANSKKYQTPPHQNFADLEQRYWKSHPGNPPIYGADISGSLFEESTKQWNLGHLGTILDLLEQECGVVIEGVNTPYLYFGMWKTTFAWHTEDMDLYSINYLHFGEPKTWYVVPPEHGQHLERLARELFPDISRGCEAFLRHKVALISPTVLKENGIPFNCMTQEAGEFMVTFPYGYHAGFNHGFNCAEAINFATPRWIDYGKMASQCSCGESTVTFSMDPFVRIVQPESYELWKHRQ
ALDH1A1 block: qHTS Assay for Inhibitors of Aldehyde Dehydrogenase 1 (ALDH1A1). AID 1030, 2008. Purified ALDH1A1, NADH fluorescence, propionaldehyde substrate. Aldehyde dehydrogenase 1A1 (Homo sapiens), P00352. Potency, µM (titrated, usually from 75.3 µM), for inactives: at the highest dose activity, negative = inhibition, most hits filed as inhibitors. 220,000 tested, 7.3% active; active = well fitted inhibition curve with a large enough effect, not every such curve was filed as active; inconclusive = small, poorly fitted or top-dose-only effect, or another doubt; inactive = no such curve, though single readings can be large or run the other way;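 also: plate controls were no enzyme wells and a reference inhibitor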
Target sequence (P00352 whole entry, looked up): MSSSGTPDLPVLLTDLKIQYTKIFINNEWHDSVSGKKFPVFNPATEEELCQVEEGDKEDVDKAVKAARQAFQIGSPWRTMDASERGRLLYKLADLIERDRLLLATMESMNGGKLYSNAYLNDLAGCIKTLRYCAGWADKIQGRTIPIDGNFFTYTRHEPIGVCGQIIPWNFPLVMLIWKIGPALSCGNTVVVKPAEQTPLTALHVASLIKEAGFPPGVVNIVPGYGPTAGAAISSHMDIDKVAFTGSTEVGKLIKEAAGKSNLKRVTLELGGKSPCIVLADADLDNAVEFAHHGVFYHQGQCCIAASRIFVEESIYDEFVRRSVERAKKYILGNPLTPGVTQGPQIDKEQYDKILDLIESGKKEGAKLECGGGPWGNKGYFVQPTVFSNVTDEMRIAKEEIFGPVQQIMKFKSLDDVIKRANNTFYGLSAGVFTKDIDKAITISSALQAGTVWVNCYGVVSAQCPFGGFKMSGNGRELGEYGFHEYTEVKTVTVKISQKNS
Tau ThT inhib: qHTS for Inhibitors of Tau Fibril Formation, Thioflavin T Binding; Microtubule-associated protein tau (Homo sapiens), P10636; recombinant tau K18 P301L, heparin-induced fibrillization, ThT fluorescence; Potency, µM (highest dose often 57.4 µM), for inactives: at the top dose activity, negative = inhibition, usual class: inhibitors; 270,000 tested, 2.1% active; AID 1460, 2008; also: % is scaled to controls: 0 for no effect and ±100 for the full control effect; nearly all actives have a fitted effect of over 55% in size
Target sequence (P10636 561-689 P618L limits assumed): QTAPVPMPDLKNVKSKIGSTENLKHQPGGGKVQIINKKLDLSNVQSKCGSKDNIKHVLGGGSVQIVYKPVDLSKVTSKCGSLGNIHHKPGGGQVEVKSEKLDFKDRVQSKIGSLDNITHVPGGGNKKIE
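Fibril formation assay: tau K18 P301L at 15 uM with trace Alexa 594 label, heparin inducer 20 uM, pH 7 sodium acetate buffer, 37 C for 6 hr; endpoint ThT signal.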
Tau fibril FP: qHTS for Inhibitors of Tau Fibril Formation, Fluorescence Polarization; Microtubule-associated protein tau (Homo sapiens), P10636; Potency, µM (doses to about 57.7 µM), for inactives: at the highest dose activity, negative = inhibition, actives largely listed as inhibitors; 280,000 tested, 0.39% active; AID 1468, 2008; K18 P301L tau heparin fibrillization, Alexa594 FP, 6 h; also: % is scaled to controls: 0 for no effect and ±100 for the full control effect; nearly all actives have a fitted effect of over 55% in size
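Human tau K18 […] P301L fragment, 15 uM unlabeled plus 0.24 uM Alexa 594-labeled tau (final), with compound and 20 uM heparin in 100 mM sodium acetate pH 7; 6 hr at 37 C, then Alexa 594 FP read.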
HTT cytoprotect: qHTS Multiplex Assay to Identify Dual Action Probes in a Cell Model of Huntington: Cytoprotection (ATP); AID 1471, 2008; Potency, µM (doses to about 56.4 µM), inactives show cytoprotection (ATP increase), actives largely listed as activators; 230,000 tested, 0.14% active; PC12 HTT-Q103 induced, cytoprotection, ATP luminescence, 40 h;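 also: % of control where 0% means no effect; nearly all actives have a fitted effect of over 45% in size; toxic huntingtin expression switched on by the ecdysone agonist tebufenozide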
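Huntington model: PC12 line, ecdysone-inducible HTTQ103 exon1–GFP, tebufenozide 100 nM. Test articles in a dose series. Endpoint luminescence from cellular ATP.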
Starred values were filed as active, the others as inactive; [ ] = another dose, or the depositor's remark. Unless noted, calls follow the shape of the dose curve; as a rule, active = well fitted curve in the direction sought with a large enough effect; inconclusive = small, poorly fitted or top-dose-only effect, or another doubt; inactive = no such curve, though single readings can be large; an effect the other way counts as inactive or inconclusive. Potency is read from the fitted curve at half-maximal effect. Only part of the results is shown; count on the stated rates, not on these rows.

For CCOc1ccccc1C(=O)N/N=C/c1c[nH]c2ccccc12 the results were Tau fluor cs inconclusive, HTT aggregate 2%, SMN2 splice enh -4%, KDM4E inh inconclusive, ALDH1A1 block 5%, Tau ThT inhib inconclusive, Tau fibril FP 7% and HTT cytoprotect -9%.
`O=C(Oc1cccc2cccnc12)c1ccc2c(c1)OCCO2` gave Tau fluor cs -12%, HTT aggregate 14%, SMN2 splice enh -28%, KDM4E inh -26%, ALDH1A1 block inconclusive, Tau ThT inhib -6%, Tau fibril FP -14% and HTT cytoprotect -7%[0.074 µM].
For O=C(NCc1cccnc1)C(=O)NCC(c1ccco1)N1CCN(c2ccccc2F)CC1 (stereo unspecified) the results were Tau fluor cs -4%, HTT aggregate 7%, SMN2 splice enh inconclusive, KDM4E inh -9%, ALDH1A1 block 11µM*, Tau ThT inhib 0%, Tau fibril FP 8% and HTT cytoprotect -2%[10 µM].
For Cc1onc(-c2c(F)cccc2Cl)c1C(=O)N1CCc2ccccc21 the results were Tau fluor cs -7%, HTT aggregate -18%, SMN2 splice enh -44%[inhibitor], KDM4E inh 0%, ALDH1A1 block 8%, Tau ThT inhib inconclusive, Tau fibril FP 4% and HTT cytoprotect -4%.
For O=C(COc1ccccc1)NCCSCc1ccccc1Cl the results were Tau fluor cs -3%, HTT aggregate 2%[9.22 µM], KDM4E inh 1%, ALDH1A1 block inconclusive, Tau ThT inhib -5%, Tau fibril FP 10% and HTT cytoprotect -5%[10 µM].
For CCn1c(SCC(=O)NCC2CCCO2)nc2cc(S(=O)(=O)N3CCCCC3)ccc21 (stereo unspecified) the results were Tau fluor cs 3%, HTT aggregate inconclusive, SMN2 splice enh 10%, KDM4E inh -4%, ALDH1A1 block -11%, Tau ThT inhib 5%, Tau fibril FP 3% and HTT cytoprotect -15%[10 µM].
O=C(CNc1cccc2ccccc12)N/N=C/c1ccc(OC(=O)/C=C/c2ccco2)cc1 was read as Tau fluor cs inconclusive, HTT aggregate -11%, SMN2 splice enh -7%, KDM4E inh -2%, ALDH1A1 block 9%, Tau ThT inhib inconclusive, Tau fibril FP 2% and HTT cytoprotect 18%[10 µM].
CC(=O)N(/N=C1\Sc2ccccc2C1=O)c1ccccc1 was read as Tau fluor cs -3%, HTT aggregate -4%, SMN2 splice enh 14µM*, KDM4E inh -2%, ALDH1A1 block 3%, Tau ThT inhib inconclusive, Tau fibril FP 1% and HTT cytoprotect 15%.
C#Cc1cccc(Nc2ncnc3cc(OC)c(OC)cc23)c1 was read as Tau fluor cs -21%, SMN2 splice enh 8%, ALDH1A1 block inconclusive, Tau ThT inhib inconclusive, Tau fibril FP inconclusive and HTT cytoprotect -36%[inhibitor].
CCOC(=O)Cc1csc(NC(=O)Nc2ccccc2)n1 was read as Tau fluor cs -12%, HTT aggregate 3%, SMN2 splice enh -19%, KDM4E inh -6%, ALDH1A1 block 9%, Tau ThT inhib -8%, Tau fibril FP -10% and HTT cytoprotect -12%.
`CCC(=O)N1CCc2cc(S(=O)(=O)NCCN3CCC(C)CC3)ccc21` gave Tau fluor cs 0%, HTT aggregate 5%, SMN2 splice enh -19%, KDM4E inh -4%, ALDH1A1 block -3%, Tau ThT inhib 0%, Tau fibril FP -6% and HTT cytoprotect 7%.
O=C(Nc1ncc(Cc2ccc(SC(F)F)cc2)s1)c1ccc(OC(F)F)cc1 was read as Tau fluor cs -7%, HTT aggregate -22%, SMN2 splice enh -50%[inhibitor], KDM4E inh 167%[activator], ALDH1A1 block inconclusive, Tau ThT inhib -6% and Tau fibril FP -18%.
C=C1CCN([C@@H](C)C(=O)NCc2ccc(Cl)cc2)S(=O)(=O)c2ccccc21 was read as Tau fluor cs -9%, HTT aggregate 10%[9.22 µM], KDM4E inh 17%, Tau ThT inhib -5%, Tau fibril FP 3% and HTT cytoprotect -1%[10 µM].
Cc1oc(S(=O)(=O)N(C)C)cc1C(=O)Nc1ccc(Cl)cc1 was read as Tau fluor cs -22%, HTT aggregate -7%[9.22 µM], KDM4E inh -2%, Tau ThT inhib -11%, Tau fibril FP -13% and HTT cytoprotect 4%[10 µM].
`Cc1ccccc1OCC(=O)Nc1cc(Cl)ccc1Oc1ccccc1` gave Tau fluor cs -9%, HTT aggregate -17%, SMN2 splice enh -19%, KDM4E inh 4%, ALDH1A1 block 8%, Tau ThT inhib -10%, Tau fibril FP -6% and HTT cytoprotect 30%[10 µM].
For COc1ccc(CNC(=O)c2nc(SC(C)C)ncc2Cl)cc1 the results were Tau fluor cs -10%, SMN2 splice enh -14%, Tau ThT inhib 0% and Tau fibril FP -1%.
Cc1ccc(N2CS(=O)(=O)/C(=C/N(C)C)C2=O)cc1 was read as Tau fluor cs -7%, HTT aggregate 5%, SMN2 splice enh 13µM*, KDM4E inh 2%, ALDH1A1 block -2%, Tau ThT inhib 2%, Tau fibril FP -4% and HTT cytoprotect -53%[inhibitor].
For C/C(CC(=O)NCc1ccco1)=N\NC(=O)COc1ccc(C)cc1 the results were Tau fluor cs 3%, HTT aggregate 29%, SMN2 splice enh -3%, KDM4E inh 15%, ALDH1A1 block -10%, Tau ThT inhib -8%, Tau fibril FP 6% and HTT cytoprotect 22%[10 µM].
For COCc1cc(C)nc(OCC(=O)N/N=C/c2cc(C)n(-c3c(C)cccc3C)c2C)c1C#N the results were Tau fluor cs -26%, HTT aggregate 8%, SMN2 splice enh -16%, KDM4E inh 3%, ALDH1A1 block inconclusive, Tau ThT inhib -24%, Tau fibril FP 7% and HTT cytoprotect 13%.
`O=C(O)CC1(CC(=O)Nc2cc3ccccc3cn2)CCCCC1` gave Tau fluor cs -11%, HTT aggregate 19%[9.22 µM], KDM4E inh inconclusive, ALDH1A1 block inconclusive, Tau ThT inhib -9%, Tau fibril FP -4% and HTT cytoprotect -4%[10 µM].
Screening CCc1cccc(CC)c1N(COC)C(=O)Cn1ccccc1=N returned Tau fluor cs -6%, HTT aggregate -1%, SMN2 splice enh -11%, KDM4E inh inconclusive, ALDH1A1 block -12%, Tau ThT inhib -7%, Tau fibril FP 6% and HTT cytoprotect -6%[10 µM].
CCC(C)NC(=O)CCC(=O)Nc1ccc2nc(N3CC(C)CC(C)C3)cc(C)c2c1 (stereo unspecified) was read as Tau fluor cs inconclusive, HTT aggregate -27%, SMN2 splice enh 3%, KDM4E inh inconclusive, ALDH1A1 block inconclusive, Tau ThT inhib -18%, Tau fibril FP 15% and HTT cytoprotect -62%[inhibitor].
For COC(=O)C(C)Sc1nnc2n(-c3cccc(C)c3)c(=O)c3c4c(sc3n12)CCCC4 (stereo unspecified) the results were Tau fluor cs 8%, HTT aggregate 0%, SMN2 splice enh 14%, KDM4E inh 7%, ALDH1A1 block 1%, Tau ThT inhib -1%, Tau fibril FP 1% and HTT cytoprotect 5%.
For CCOC(=O)N1CCC(N2CC34C=CC(O3)C(C(=O)O)C4C2=O)CC1 (stereo unspecified) the results were Tau fluor cs 14%, HTT aggregate -12%, SMN2 splice enh -1%, KDM4E inh -4%, ALDH1A1 block 5%, Tau ThT inhib 8%, Tau fibril FP -1% and HTT cytoprotect 5%.
`CC(C)OC(=O)c1cc(C(=O)c2cc(F)ccc2O)coc1=N` gave Tau fluor cs -7%, HTT aggregate -18%, SMN2 splice enh -20%, KDM4E inh inconclusive, ALDH1A1 block inconclusive, Tau ThT inhib -12%, Tau fibril FP 0% and HTT cytoprotect 11%.
Screening c1ccc(-c2nc3nc4ccccc4nc3n2CC2CCCO2)cc1 (stereo unspecified) returned Tau fluor cs -4%, HTT aggregate 19%[9.22 µM], KDM4E inh inconclusive, Tau ThT inhib -8%, Tau fibril FP inconclusive and HTT cytoprotect 5%[10 µM].
COc1ccc(CN=Cc2c(C(F)(F)F)[nH][nH]c2=O)cc1 was read as Tau fluor cs -5%, HTT aggregate 0%, SMN2 splice enh -43%[inhibitor], KDM4E inh -20%, ALDH1A1 block -20%, Tau ThT inhib -5%, Tau fibril FP -10% and HTT cytoprotect -5%.
COc1cc(-n2c(=O)c3ccccc3n(Cc3cccc(C)c3)c2=O)cc(OC)c1OC was read as Tau fluor cs -15%, HTT aggregate 2%, SMN2 splice enh -22%, KDM4E inh -4%, ALDH1A1 block 8%, Tau ThT inhib -11%, Tau fibril FP -12% and HTT cytoprotect -37%.
For Cc1cccc(N2C(=O)CC(SC(N)=Nc3ccccc3)C2=O)c1 (stereo unspecified) the results were Tau fluor cs -22%, HTT aggregate -8%[9.22 µM], KDM4E inh 8%, ALDH1A1 block 2%, Tau ThT inhib -11%, Tau fibril FP -9% and HTT cytoprotect -2%[10 µM].
Screening Clc1ccc(-c2cc3ncc4c(n3n2)-c2ccccc2OC4)cc1 returned Tau fluor cs -7%, SMN2 splice enh -3%, Tau ThT inhib -10% and Tau fibril FP inconclusive.
COc1cnn(-c2ccc(F)cc2)c(=O)c1Br was read as Tau fluor cs 10%, HTT aggregate -5%, SMN2 splice enh 9%, KDM4E inh -1%, ALDH1A1 block inconclusive, Tau ThT inhib 6%, Tau fibril FP 0% and HTT cytoprotect -25%.
FC(F)(F)c1cccc(Cc2noc(CN3CCCC(CN4CCCC4)C3)n2)c1 (stereo unspecified) was read as Tau fluor cs -4%, HTT aggregate -5%[9.22 µM], KDM4E inh -9%, ALDH1A1 block 3%, Tau ThT inhib -3%, Tau fibril FP 2% and HTT cytoprotect 12%[10 µM].
